Mtb RmlCD inh = M. tuberculosis RmlC/RmlD coupled enzyme inhibitors, primary screen, biochemical, compound mixtures, 384-well, from 1536-well plates; RmlC+RmlD coupled enzyme assay, percent inhibition; primary screen in compound mixtures; inhibition, % at 3.6 µM; 160,000 tested, 0.03% active; AID 1533, 2009; in the data active = inhibition mostly above about 34%, no sharp cut-off; note: some results filed as inactive read as strong as hits
Target sequence (P9WH09 whole entry, looked up): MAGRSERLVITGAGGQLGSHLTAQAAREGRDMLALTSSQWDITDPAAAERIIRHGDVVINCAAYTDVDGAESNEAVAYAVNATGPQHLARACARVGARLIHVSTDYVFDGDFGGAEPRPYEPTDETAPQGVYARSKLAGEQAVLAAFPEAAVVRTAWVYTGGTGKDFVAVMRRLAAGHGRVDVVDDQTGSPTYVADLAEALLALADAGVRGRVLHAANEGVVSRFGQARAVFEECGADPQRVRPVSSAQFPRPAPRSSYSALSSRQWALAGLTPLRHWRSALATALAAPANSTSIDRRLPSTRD
Target sequence (P9WH11 whole entry, looked up): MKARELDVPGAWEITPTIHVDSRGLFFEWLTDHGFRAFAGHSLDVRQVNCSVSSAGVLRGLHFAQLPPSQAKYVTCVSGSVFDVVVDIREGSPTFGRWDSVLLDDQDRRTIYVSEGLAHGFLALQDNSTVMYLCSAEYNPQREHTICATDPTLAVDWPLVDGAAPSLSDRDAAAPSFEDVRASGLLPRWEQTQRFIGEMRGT
M. tuberculosis GlmU = inhibition of mycobacterial GlmU enzyme – biochemical, glucosamine-1-phosphate acetyltransferase (AID 1376); Bifunctional protein GlmU (Mycobacterium tuberculosis (strain ATCC 25618 / H37Rv)); inhibition, %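 (tested at 30 µM in the primary screen)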; hits with a dose series show IC50 in µM; M. tuberculosis GlmU acetyltransferase enzyme assay; higher % means a stronger effect; 220,000 tested, 0.25% active; in the data active = inhibition above about 13%;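 note: 0% = complete reaction with vehicle and 100% = reaction without substrate; strong numbers were not always called active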
* = called active by the depositor; · = no result given. A portion of the library; count on the stated rates, not on these rows.

SMILES	Mtb RmlCD inh	M. tuberculosis GlmU
CC(C)c1ccc(/C=N\NC(=O)c2ccc(Cn3cccn3)o2)cc1	-2	1.8%
Nc1ccc(S(=O)(=O)Nc2ccc(S(N)(=O)=O)cc2)cc1	-9	2.9%
Cc1cccc(OCC(=O)N2CCN(C(=O)c3ccco3)CC2)c1	·	3.5%
COc1ccc(S(=O)(=O)N2CCOCC2)cc1NC(=O)Cc1ccccc1Cl	0	0.2%
CCOC(=O)c1cc(NC(=O)C2CCCO2)cc(C(=O)OCC)c1 (stereo unspecified)	5	3.4%
CC(O)c1n(C)c(Cl)c[n+]1C (stereo unspecified)	-6	·
COC(=O)c1c(C)[nH]c(/C=N/Nc2ccccc2)c1C	13	-5.5%
CCCNC(=O)NC(=O)CN1C(=O)NC(C)(c2ccc(C)cc2)C1=O (stereo unspecified)	·	6.0%
Nc1cccnc1Oc1ccc(F)cc1F	7	0.9%
CCOc1ccc(OCC)c(S(=O)(=O)NNC(=O)c2c(C)nc3ccccn23)c1	-4	-1.7%
CC(C)(C)N(Cc1ccccc1)C(=O)c1ccc2c(c1)OCCO2	7	-0.7%
CC1(C)CC(=O)C=C(NCCN2CCN(C(=O)Cc3ccc(Cl)cc3)CC2)C1	·	-6.6%
COc1ccc(CCNC(=O)Cn2nnc(-c3cccs3)n2)cc1OC	·	5.4%
Cc1ccc2c(CC(=O)N3CCN(S(=O)(=O)c4cccs4)CC3)coc2c1	13	1.3%
COc1cccc(CN2CCN(c3nc4nonc4nc3N3CCCCC3)CC2=O)c1	·	-3.0%
CS(=O)(=O)N1CC(C(=O)NC2CCCC2)Oc2ccc(Cl)cc21 (stereo unspecified)	-8	0.8%
NC1=NS(=O)(=O)NC1c1ccc(F)cc1 (stereo unspecified)	11	-1.5%
COc1ccccc1C1CCN(c2ccc(CO)cc2[N+](=O)[O-])CC1	71	-12%
CNC(=S)N(C)c1ccccc1	0	-2.9%
CCOC(=O)c1sc(NC(=O)COc2ncnc3ccccc23)c(C(=O)OCC)c1C	6	-0.6%

The final three entries of the section above are carried over, then new ones follow.
SMILES	Mtb RmlCD inh	M. tuberculosis GlmU
COc1ccccc1C1CCN(c2ccc(CO)cc2[N+](=O)[O-])CC1	71	-12%
CNC(=S)N(C)c1ccccc1	0	-2.9%
CCOC(=O)c1sc(NC(=O)COc2ncnc3ccccc23)c(C(=O)OCC)c1C	6	-0.6%
S=C(Nc1ccccc1Cl)N1CCCCCC1	10	9.9%
O=C(O)c1ccc(Cl)c(S(=O)(=O)NCc2ccco2)c1	-11	-1.2%
O=C1NC2(CCC3(CC2)OCCO3)NN1c1ccc(Cl)cc1	-12	·
Cc1nc2ncnn2c(C)c1CCC(=O)NCc1ccccc1	0	-4.6%
O=C(N/N=C/c1cccc(OC(=O)c2ccco2)c1)c1ccc(F)cc1	4	2.8%
COc1ccc(/C=N/n2c(C)cc(C)c(C(N)=O)c2=O)cc1	·	-2.0%
Cc1ccc[n+](CC(=O)Nc2cccc([N+](=O)[O-])c2)c1	-2	-2.4%
CCN1C(=O)C(CC(=O)Nc2ccccc2)N(Cc2ccccn2)C1=S (stereo unspecified)	-7	3.8%
CCOC(=O)C1CCN(C(=O)c2ccc(SC)cc2OC)CC1	18	3.8%
CSCC[C@H](NC(=O)NCc1ccc(F)cc1)C(=O)O	-1	-5.2%
O=C(NCc1ccc(F)cc1)c1c2c(nc3ccccc13)CCC2	9	-0.7%
CC(=O)Nc1ccc(N/C(C)=C/C(=O)c2cccnc2)cc1	-7	2.0%
CC(C)(C)c1ccc(C(=O)NCCC(=O)NCc2ccco2)cc1	·	0.1%
NC1=NC(=O)C(Cc2cccc(Cl)c2)S1 (stereo unspecified)	2	2.7%
COc1cccc(-c2ccc(C#N)c(=O)[nH]2)c1	-9	-3.1%
C=CCN(c1ccccc1)S(=O)(=O)c1ccc(Cl)c(C(=O)OCC(=O)c2[nH]c(C)c(C(C)=O)c2C)c1	-10	2.0%
CNC(=S)N1CCN(C(=O)C2CCCO2)CC1 (stereo unspecified)	9	1.3%
CCC1=C2CC[C@H]3C(=O)N(C)C(=O)[C@H]3[C@H]2[C@@]2(Cc3ccccc3)C(=NCCOC)OC(=O)N2C1=O	·	3.0%
Cc1cc(=O)oc2cc(OC(=O)CCN3C(=O)c4ccccc4C3=O)ccc12	8	2.0%
CCn1c(CCC(=O)O)nc2cc(S(=O)(=O)N(C)C)ccc21	3	7.6%
CC(=O)Nc1cccc(NS(=O)(=O)c2cccc3nsnc23)c1	-9	4.3%
Cc1cc(C)c(NC(=O)CCCC(=O)O)c(Cl)c1	-2	8.4%
CCOc1ccc(Nc2nc(N)c([N+](=O)[O-])c(NCc3ccccc3)n2)cc1	-4	-2.7%
CC(=O)Nc1cc(C(C)(C)C)c(O)c(C(C)(C)C)c1	-2	5.2%
O=C(/C=C/c1ccccc1[N+](=O)[O-])NCc1ccccc1Cl	-9	0.8%
COC(=O)C1=C(N)c2c(F)cccc2C1(C#N)c1ccccc1 (stereo unspecified)	·	2.6%
COc1cccc(-c2nnc(SCc3ccc(C#N)cc3)n2Cc2ccco2)c1	1	5.7%
C[C@H]1CC[C@@]2(O[C@@H](CCO)C[C@@H](O)[C@@H]2O)O1	·	3.6%
CCN1CCN(C(=O)c2sc3ncnc(N4CCc5ccccc5C4)c3c2C)CC1	-13	-3.3%
O=c1[nH]c2cc3c(cc2cc1CN(Cc1nnnn1CC1CCCO1)C1CCCCC1)OCO3 (stereo unspecified)	-5	·
COc1ccc(/C=N/n2cc(-c3ccc(OC)cc3)nc2N)cc1	·	1.5%
N#Cc1cc2c(nc1S(=O)(=O)Cc1ccccc1)CCCC2	-6	1.5%
O=C(Nc1nc2c(s1)CCCC2)c1ccc2ncsc2c1	9	·
COc1ccc([C@H]2Oc3cc(O)cc(O)c3C(=O)C2[C@@H]2C(=O)c3c(O)cc(O)cc3O[C@@H]2c2ccc(OC)cc2)cc1 (stereo partly specified)	12	4.3%
Cc1ccc(S(=O)(=O)n2c3ccc(Cl)cc3c3nc(C)sc32)cc1	·	-2.0%
COc1ccccc1OCC(=O)Nc1ccc2c(c1)n(C)c(=O)n2C	-7	0.4%
CC1(C)CC2(CC(C)(C)NC(=O)N2)NC(=O)N1	16	-2.3%
COc1ccc(-c2nnn(CC(=O)N(CCN3CCOCC3)C(C(=O)NC3CCCC3)c3ccco3)n2)cc1 (stereo unspecified)	-9	1.9%
O=C(COC(=O)/C=C/c1ccccc1)Nc1cccc(Oc2ccccc2)c1	·	3.0%
Cn1c(=O)c2c(-c3ccccc3)n3c4ccccc4ncc3c2n(C)c1=O	·	-1.8%

Compound profiles, from the list above. Order of values: Mtb RmlCD inh	M. tuberculosis GlmU
COc1cccc(-c2nnc(SCc3ccc(C#N)cc3)n2Cc2ccco2)c1 as listed: 1	5.7%
O=C(N/N=C/c1cccc(OC(=O)c2ccco2)c1)c1ccc(F)cc1 as listed: 4	2.8%
COc1ccc(-c2nnn(CC(=O)N(CCN3CCOCC3)C(C(=O)NC3CCCC3)c3ccco3)n2)cc1 (stereo unspecified) as listed: -9	1.9%

(list continues)
SMILES	Mtb RmlCD inh	M. tuberculosis GlmU
Cc1cc(C)nc(NC(=O)c2ccc(Cl)cc2)n1	4	-0.7%
CCC1SC2=NC(C)=C(C(=O)OC)C(c3ccc(C)cc3)N2C1=O (stereo unspecified)	-4	0.5%
Cc1oc2ccc(OC(=O)N3CCOCC3)cc2c1C(=O)OC(C)C	·	3.6%
O=C(NCc1ccco1)c1cnc2n(c1=O)CCS2	·	4.8%
O=C(Nc1ccccc1)Nc1ccccc1NS(=O)(=O)c1cccs1	41	-4.5%
CCCc1cc(C(=O)Nc2ccn(Cc3ccc(C)cc3)n2)no1	-30	3.6%
COC(=O)CC1C(=O)NCCN1C(=O)CSc1nnc(Nc2ccc(OC)cc2)s1 (stereo unspecified)	-9	1.5%
Cn1c(O)c(C=NCCCN2CCCC2=O)c(=O)n(C)c1=O	-8	0.7%
c1cnn(-c2cncc(-n3cccn3)n2)c1	10	-3.1%
CCOC(=O)C1CCCN(C(=O)c2cccc(S(=O)(=O)N3CC(C)OC(C)C3)c2)C1 (stereo unspecified)	21	6.0%
COc1cc(C2C(C(C)=O)=C(O)C(=O)N2CCc2c[nH]c3ccccc23)ccc1O (stereo unspecified)	2	5.0%
Cc1cc(C)n(/N=C/c2c[nH]c3ccccc23)c(=O)c1	61	-3.6%
Cc1noc(C)c1S(=O)(=O)Nc1ccc(C(=O)NC2CCCCC2C)cc1 (stereo unspecified)	20	-1.9%
COc1ccc(OC)c(NC(=O)Cn2cc(C#N)c3ccccc32)c1	·	-3.8%
CCOP(=O)(OCC)c1cccc(OP(=O)(c2cccc([N+](=O)[O-])c2)c2cccc([N+](=O)[O-])c2)c1	-5	8.0%
O=C(Nc1ccnc(-c2cccnc2)n1)c1ccc(Cl)cc1	88	-2.7%
COc1ccccc1C1C2C(=O)N(c3ccccc3)C(=O)C2ON1c1ccccc1 (stereo unspecified)	·	2.6%
O=Cc1cn(CC(=O)Nc2ccc(F)cc2)c2ccccc12	15	-0.4%
C=CCn1c(SCC(=O)NC2CCCCC2)nnc1-c1ccc(OC)cc1	·	1.5%
CN(C)CCNc1ncnc2c1sc1nc(N3CCOCC3)c3c(c12)CC(C)(C)SC3	9	-13%

Reprinted from the results shown for reference:
SMILES	Mtb RmlCD inh	M. tuberculosis GlmU
CC(C)c1ccc(/C=N\NC(=O)c2ccc(Cn3cccn3)o2)cc1	-2	1.8%
Nc1ccc(S(=O)(=O)Nc2ccc(S(N)(=O)=O)cc2)cc1	-9	2.9%

(next part)
SMILES	Mtb RmlCD inh	M. tuberculosis GlmU
COc1ccccc1NC(=O)CSCc1ccc([N+](=O)[O-])cc1	·	-5.5%
CCN(CC)CCCN(Cc1cc2cc3c(cc2[nH]c1=O)OCO3)C(=O)Nc1ccccc1OC	8	-3.3%
Fc1ccc(CSc2nncn2NCc2ccc3c(c2)OCO3)cc1	10	·
CN(C)S(=O)(=O)c1ccc2c(c1)nc1n2CCC1	6	0.6%
O=C(Nc1ccccc1F)c1ccc(CSc2ccccc2)o1	-5	0.1%
CNc1ccc(C2(O)C(=O)c3ccccc3C2=O)cc1	-9	-3.9%
Nc1nc(Cl)cc(Nc2ccccc2Cl)n1	8	-1.4%
Cc1ccc(S(=O)(=O)N2CCN(C(=O)N3CCOCC3)C2C)cc1 (stereo unspecified)	0	-0.2%
CCCOc1ccc(CC2CCC(=O)NC2=O)cc1 (stereo unspecified)	·	1.9%
COc1ccc(CN(Cc2ccc(C(=O)O)cc2)C(=S)Nc2ccccc2Cl)cc1OC	-12	1.2%
CCOC(=O)c1cc(-c2c(Cl)cccc2Cl)no1	6	-5.4%
Cc1cc(C)c2nc(/N=C(\N)NC(=O)Nc3ccccc3)nc(C)c2c1	-10	-3.7%
CC1CCCCC1NC(=O)C1CCN(S(=O)(=O)c2ccc3c(c2)CCC(=O)N3)CC1 (stereo unspecified)	9	4.2%
CC(=O)Nc1ccc(C(=O)CSc2nnc3scc(-c4ccccc4)n23)cc1	·	3.0%
CC(C)(C)OC(=O)N1CCC2(CC1)Oc1ccc(F)cc1C(=O)C21CC(c2ccccc2)=NO1 (stereo unspecified)	·	-6.9%
CCCCCOc1ccc(NC(=O)C2OC3OC(C)(C)OC3C3OC(C)(C)OC23)cc1 (stereo unspecified)	-12	1.1%
Cc1ccc2nc(N3CCN(C)CC3)c(C#N)cc2c1	21	5.5%
COCCNC(=O)CSc1nc2ccc(N3CCOCC3)cc2c(=O)n1Cc1ccc(OC)cc1	4	6.6%
CCNC(=O)c1ccc(C2SCC(=O)N2CCc2ccccc2)cc1 (stereo unspecified)	-6	0.7%
CCOc1ccc(C(=O)Nn2cnnc2)cc1OCC	15	-2.4%

Shown with each value named: entries from further up.
Cc1ccc2nc(N3CCN(C)CC3)c(C#N)cc2c1
  Mtb RmlCD inh = 21
  M. tuberculosis GlmU = 5.5%
COCCNC(=O)CSc1nc2ccc(N3CCOCC3)cc2c(=O)n1Cc1ccc(OC)cc1
  Mtb RmlCD inh = 4
  M. tuberculosis GlmU = 6.6%

(next part)
SMILES	Mtb RmlCD inh	M. tuberculosis GlmU
Cc1nn(C)c(Cl)c1CN1CCCC(CO)(Cc2cccc(Cl)c2)C1 (stereo unspecified)	-3	5.0%
O=C(NC1CCS(=O)(=O)C1)C1C2CC3CC(C2)CC1C3 (stereo unspecified)	-9	-2.7%
FC(F)(F)c1nnc2ccc(N3CCN(c4ccccc4)CC3)nn12	3	-0.2%
CN(c1ccccc1)C1CCCCC1NS(=O)(=O)c1ccc(Cl)cc1 (stereo unspecified)	·	2.5%
O=C(Nc1ccc(S(=O)(=O)NCc2ccccc2)cc1)Nc1ccc2c(c1)OCO2	-10	-6.0%
Cc1ccc(N(CC(=O)NCCSCc2ccco2)S(=O)(=O)c2ccc(F)cc2)cc1	·	0.6%
COc1ccc(NC(=O)COC(=O)c2ccc(F)cc2F)cc1	-9	6.8%
Cc1nc(Oc2ccc(Cl)cc2)c2oc3ccccc3c2n1	35	-0.1%
Cn1cccc1/C=N/NC(N)=S	26	2.5%
Oc1c(C(c2ccco2)N2CCOCC2)sc2ncnn12 (stereo unspecified)	·	7.2%
COc1ccc(N(CC(=O)NCCC2=CCCCC2)S(=O)(=O)c2ccccc2)cc1OC	6	0.7%
CCOC(=O)C(NC(C)=O)C(OC(C)=O)c1cccc(N(CCO)CCO)c1 (stereo unspecified)	1	1.1%
CC(C)c1ccc(NC(=O)COc2ccc(S(=O)(=O)N3CCOCC3)cc2)cc1	·	5.0%
COc1cccc(CN(C)C(=O)CCc2nnc(-c3ccsc3)o2)c1	2	-0.9%

Screening data as filed in PubChem.
